# eIF4E 4G PPI: blocks eIF4E binding to eIF4G; P63073+Q04637; TR-FRET eIF4E-eIF4GI(517-606) binding, 2 h; inhibition, % at 21.7 µM; actives 0.37% (n = 220,000); AID 782;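 further: 0% = full FRET control wells and 100% = background wells lacking eIF4GI fragment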
# Furin inh: human furin inhibition; purified furin, fluorogenic substrate cleavage; inhibition, % at 30 µM; actives 0.061% (n = 220,000); in the data active means inhibition above about 25%; further: inactives centre near -15
# 14-3-3 Bad PPI: disrupts binding of bovine 14-3-3 zeta to phospho-Bad peptide; TR-FRET 14-3-3zeta/Dy647-pBad peptide displacement, 1 h; inhibition, % at 21.7 µM; actives 0.71% (n = 220,000);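 active means inhibition above about 70%, limit read from the data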;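 further: 0% = full 14-3-3 plus peptide FRET controls and 100% = background without 14-3-3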
# KLK5 inh: blocks human kallikrein 5 protease activity. Q9Y337. recombinant hK5, fluorogenic AMC substrate cleavage. inhibition, % at 5 µM. actives 0.59% (n = 210,000). AID 873;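 active means inhibition of 40% or more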;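 further: 0% = enzyme controls without compound and 100% = no-enzyme blanks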
# Cl transport mod: modulators of human KCC2 chloride dependent transport; AID 1456; B-score of Tl+ flux slope (higher = more flux/activation; lower = inhibition) at 10 µM; KCC2 cells, thallium flux FluoZin-2 fluorescence; actives 2.2% (n = 190,000);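 active means thallium flux slope and its plate-corrected score both differing from the plate sample mean at a set confidence after two filtering rounds, in either direction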;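 further: slope of fluorescence scaled to starting intensity during 10 to 20 s after thallium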
# Target sequence (Q9H2X9 whole entry, looked up): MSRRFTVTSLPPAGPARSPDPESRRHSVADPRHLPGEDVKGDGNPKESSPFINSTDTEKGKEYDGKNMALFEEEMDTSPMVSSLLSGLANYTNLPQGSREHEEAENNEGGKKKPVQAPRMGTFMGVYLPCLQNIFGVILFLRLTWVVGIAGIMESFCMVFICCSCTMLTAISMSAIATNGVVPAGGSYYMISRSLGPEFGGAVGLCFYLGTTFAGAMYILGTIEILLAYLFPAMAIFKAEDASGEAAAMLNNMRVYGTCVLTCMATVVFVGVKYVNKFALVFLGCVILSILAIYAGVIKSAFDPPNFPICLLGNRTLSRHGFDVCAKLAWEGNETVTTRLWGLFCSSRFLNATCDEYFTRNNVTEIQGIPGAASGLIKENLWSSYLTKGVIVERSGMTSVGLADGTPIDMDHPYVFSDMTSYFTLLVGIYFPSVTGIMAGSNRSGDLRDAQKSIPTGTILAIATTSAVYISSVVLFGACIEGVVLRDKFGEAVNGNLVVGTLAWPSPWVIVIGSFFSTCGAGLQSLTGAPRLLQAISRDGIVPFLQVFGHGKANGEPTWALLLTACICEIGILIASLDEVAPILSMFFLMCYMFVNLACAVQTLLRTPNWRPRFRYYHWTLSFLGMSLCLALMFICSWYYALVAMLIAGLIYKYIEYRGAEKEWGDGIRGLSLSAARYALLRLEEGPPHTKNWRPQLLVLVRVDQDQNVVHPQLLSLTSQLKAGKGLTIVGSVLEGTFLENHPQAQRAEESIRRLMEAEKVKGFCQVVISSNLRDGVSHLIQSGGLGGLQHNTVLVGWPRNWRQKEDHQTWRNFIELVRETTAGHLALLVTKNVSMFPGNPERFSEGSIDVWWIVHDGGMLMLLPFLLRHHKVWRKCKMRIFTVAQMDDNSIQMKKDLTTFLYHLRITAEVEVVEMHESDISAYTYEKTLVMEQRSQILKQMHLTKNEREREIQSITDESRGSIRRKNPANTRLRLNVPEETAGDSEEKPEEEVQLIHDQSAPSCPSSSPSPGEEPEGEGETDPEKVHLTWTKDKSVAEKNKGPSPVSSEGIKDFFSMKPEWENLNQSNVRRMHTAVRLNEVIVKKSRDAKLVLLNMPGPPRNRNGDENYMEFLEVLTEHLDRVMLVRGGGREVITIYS
# Rad51 HR inh: blocks human Rad51 in homologous recombination; hRad51 DNA strand exchange, fluorescence dequenching; actives 0.085% (n = 200,000); inhibition, % at 10 µM; AID 1385; Q06609;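 active means inhibition above 40% at the single screening dose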;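 further: 0% = DMSO control wells and 100% = blanks with heterologous ssDNA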
#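 System: hRad51 filaments on single-stranded DNA; reagent: Fluorescein- and BHQ1-tagged 47-mer duplex; compound dosing: one concentration, 10 µM final; timing: filaments 15 min 37 °C, then compound 30 min; measured by: fluorescein emission 520 nm, excitation 485 nm; benchmarks: per-plate controls and blanks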
# EBV gp42 inh: inhibitors of Epstein-Barr virus glycoprotein 42. Fluorescence polarization binding assay, mP read-out. inhibition, % (tested at 21.74 µM). actives 0.42% (n = 220,000). Q1HVG2; in the data active means inhibition above about 50%
# Thrombin inh: blocks human thrombin protease activity; P00734; alpha-thrombin, Boc-VPR-AMC fluorogenic substrate cleavage; inhibition, % at 5 µM; actives 0.26% (n = 220,000);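 active means inhibition at or above 40%; inactive means inhibition below 40%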;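 further: 0% = enzyme with no compound and 100% = wells without enzyme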
#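 System – human alpha-thrombin · Medium – pH 7.5 Tris (50 mM) with NaCl 150 mM, Tween 20 0.05% · Compound – single-point dosing at 5 µM, 0.2% DMSO · Incubation – enzyme reaction carried out at room temperature · Technique – fluorescence of released AMC, ex 355 nm, em 460 nm · Read-out basis – % inhibition of thrombin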
# NCF1 inh: blocks human p47phox regulatory protein of NADPH oxidases | P14598 | p47phox/p22phox peptide binding, fluorescence polarization, 2 h | inhibition, % at 24.7 µM | actives 0.53% (n = 220,000);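 further: 0% = p47phox with labelled peptide and 100% = labelled peptide alone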
# * marks the source's active call; other numbers are inactive results; x = no result given; & = joins results of further samples; [ ] = another dose, or the depositor's remark.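 How the source made its calls, unless noted: active means inhibition above about 30% (limit read from the data); inactive means the rest.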
# A first look, 13 compounds:
SMILES,eIF4E 4G PPI,Furin inh,14-3-3 Bad PPI,KLK5 inh,Cl transport mod,Rad51 HR inh,EBV gp42 inh,Thrombin inh,NCF1 inh
C=CCn1c(COc2cccc(C)c2C)nnc1SCC(=O)N1CCN(c2ccccc2)CC1,-4[fluorescence artefact?],-11,-4,-7,-0.93,-3,3,-6,-12
COc1ccc(N2CCN(Cc3nc(-c4ccc(Cl)cc4Cl)no3)CC2)cc1,-2,-9[20 µM],-7,-9,0.29,-6,-20,-1,-16
CC(C(=O)Nc1ccc(F)c(F)c1F)N(C)CC(=O)Nc1ccccc1Br (stereo unspecified),-5,-12,1,-8,-3.1,1,1,-11,-3
CCCC(=O)NC(=S)Nc1ccccc1N1CCOCC1,-4,-9,-2[fluorescence artefact?],-6,-0.19,7,-8,-7,-7
O=C(CP(=O)(c1ccccc1)c1ccccc1)Nc1nc2ccc(Cl)cc2s1,-1,-20,46,-8,1.3,11,8,-5,-12
CC(C)(C)c1ccccc1OCCOCCNCc1ccccc1,3,-9,1,-28,-0.4,-3,-11,-1,-1
O=S(=O)(Nc1cccc(-c2ccc3nncn3n2)c1)c1ccc(Cl)s1,0,-14,-6,-3,0.096,-3,4,-7,-18
O=c1c2ccc(Cl)cc2[nH]c(=S)n1Cc1cccnc1,-6[fluorescence artefact?],-3[20 µM],1,-2,3.6*,x,-10,4,-1
CC(C(=O)N1CCN(C=O)CC1)N1C(=O)c2ccccc2C1=O (stereo unspecified),0,-21,5,5,1.4,-1,0,-2,-2
Cc1cc(=O)oc2cc(NC(=O)c3cc([N+](=O)[O-])ccc3N3CCOCC3)ccc12,1,-14,-8,15,0.075,13,-8,2,-4
C=CCNC(=O)Nc1ccc(OCC)cc1,0,-21[20 µM],-9,2,x,6,-24,1,-14
CC(=O)N1c2ccc(Cl)cc2C2OCCC2C1c1ccco1 (stereo unspecified),0,-8,5,-2,-0.52,2,-6,-4,-7
O=C(NC1CCN(Cc2ccccc2)CC1)C1CCCN(c2nnc(-n3cccc3)s2)C1 (stereo unspecified),0,-24,9,-26,-0.26,-1,-5,-8,-13

# The list itself, previewed entries included:
SMILES,eIF4E 4G PPI,Furin inh,14-3-3 Bad PPI,KLK5 inh,Cl transport mod,Rad51 HR inh,EBV gp42 inh,Thrombin inh,NCF1 inh
C=CCn1c(COc2cccc(C)c2C)nnc1SCC(=O)N1CCN(c2ccccc2)CC1,-4[fluorescence artefact?],-11,-4,-7,-0.93,-3,3,-6,-12
COc1ccc(N2CCN(Cc3nc(-c4ccc(Cl)cc4Cl)no3)CC2)cc1,-2,-9[20 µM],-7,-9,0.29,-6,-20,-1,-16
CC(C(=O)Nc1ccc(F)c(F)c1F)N(C)CC(=O)Nc1ccccc1Br (stereo unspecified),-5,-12,1,-8,-3.1,1,1,-11,-3
CCCC(=O)NC(=S)Nc1ccccc1N1CCOCC1,-4,-9,-2[fluorescence artefact?],-6,-0.19,7,-8,-7,-7
O=C(CP(=O)(c1ccccc1)c1ccccc1)Nc1nc2ccc(Cl)cc2s1,-1,-20,46,-8,1.3,11,8,-5,-12
CC(C)(C)c1ccccc1OCCOCCNCc1ccccc1,3,-9,1,-28,-0.4,-3,-11,-1,-1
O=S(=O)(Nc1cccc(-c2ccc3nncn3n2)c1)c1ccc(Cl)s1,0,-14,-6,-3,0.096,-3,4,-7,-18
O=c1c2ccc(Cl)cc2[nH]c(=S)n1Cc1cccnc1,-6[fluorescence artefact?],-3[20 µM],1,-2,3.6*,x,-10,4,-1
CC(C(=O)N1CCN(C=O)CC1)N1C(=O)c2ccccc2C1=O (stereo unspecified),0,-21,5,5,1.4,-1,0,-2,-2
Cc1cc(=O)oc2cc(NC(=O)c3cc([N+](=O)[O-])ccc3N3CCOCC3)ccc12,1,-14,-8,15,0.075,13,-8,2,-4
C=CCNC(=O)Nc1ccc(OCC)cc1,0,-21[20 µM],-9,2,x,6,-24,1,-14
CC(=O)N1c2ccc(Cl)cc2C2OCCC2C1c1ccco1 (stereo unspecified),0,-8,5,-2,-0.52,2,-6,-4,-7
O=C(NC1CCN(Cc2ccccc2)CC1)C1CCCN(c2nnc(-n3cccc3)s2)C1 (stereo unspecified),0,-24,9,-26,-0.26,-1,-5,-8,-13
Cc1onc(C(=O)N2CCN(c3ccccc3F)CC2)c1-c1ccccc1Cl,-4,-15,10,4,-0.27,0,3,-7,0
O=C(NCc1ccc(F)cc1)c1ccc(S(=O)(=O)Nc2cccc(C(F)(F)F)c2)cc1,-16,3,17,49*,-0.79,6,1,25,-5
CCSc1cc(C2C(C#N)=C(N)OC(C)=C2C(=O)OC)c(C)o1 (stereo unspecified),1,-22[20 µM],6,-2,-1.7,-9,-10,-3,-20
COc1ccc(/C=C/C(=O)OCC(=O)Nc2cc(C(N)=O)cc(C(N)=O)c2)cc1,-5,-21,-2,-15,0.41,0,-4,3,0
Clc1cccc(OCc2nc(-c3ccncc3)no2)c1,4,-23,-5,-10,-0.7,-2,-8,0,-9
O=S(=O)(Nc1nc2ccccc2nc1Nc1cccc(S(=O)(=O)N2CCCCC2)c1)c1ccccc1,1,-4,-5[fluorescence artefact?],-23,-3.5*,-6,18,-10,-29
CCCCOC(=O)c1ccc(NC(=O)C(=O)NCc2ccncc2)cc1,5,-13,1,-1,0.78,-3,7,-9,-2
CCN1CCN(CC(=O)Nc2sc3c(c2C#N)CCC3)CC1,1,-23,-9,0,-0.02,x,-4,3,1
O=C(NNC1CC(=O)N(c2ccc(Cl)cc2)C1=O)c1ccccc1Cl (stereo unspecified),-4,-12,-5,17,0.98,0,-2,1,-1
COc1cc(/C=N/Nc2nc3ccccc3s2)cc([N+](=O)[O-])c1O,6,-12,0,23,-2.2,13,8,2,-4
Cn1c(=O)cc(OCC(=O)Nc2ccccn2)c2ccccc21,-4,-11[20 µM],-6,-22,-0.16,0,-7,-5,-15
CCN(CC)c1ccc(N2C(=O)/C(=C\c3cccs3)SC2=S)cc1,-30,0[20 µM],92*[fluorescence artefact?],-6,0.8,-2,-5,-9,-15
# (next part)
SMILES,eIF4E 4G PPI,Furin inh,14-3-3 Bad PPI,KLK5 inh,Cl transport mod,Rad51 HR inh,EBV gp42 inh,Thrombin inh,NCF1 inh
CCn1c(NCc2cc(OC)ccc2OC)nc2ccccc21,-7[fluorescence artefact?],-6,0[fluorescence artefact?],-9,-0.68,-6,-1,-5,1
COc1ccc(Cl)cc1-n1c(C)cc(C(=O)OCC(=O)N2CC(=O)Nc3ccccc32)c1C,17,-15,-6,-10,-1.2,7,-9,2,-21
Cc1cccc(OCC(O)CN2C(C)(C)CC(O)CC2(C)C)c1 (stereo unspecified),1,-11[20 µM],12,-9,2.6,-2,-9,-2,-17
CCOC(=O)c1ccc2c(c1)nc(SCC(=O)N1CCCCC1)n2CC,6,-4,-3,-2,x,-2,5,-6,-16
Cc1ccc(-c2noc(CCCN3C(=O)c4ccccc4C3=O)n2)cc1,-4,-5[20 µM],4,-21,-0.52,2,-21,4,-18
COc1ccc(NC(=S)Nc2ccccc2C(F)(F)F)cc1,1,-16,-2,-8,0.22,20,6,5,-4
CCC(C)NC(=O)CN(c1ccc2c(c1)OCO2)S(=O)(=O)c1c(C)n[nH]c1C (stereo unspecified),-5,-28,10,-4,x,5,-5,-3,1
Cc1ccc(/C=N/NC(=S)NC2CCS(=O)(=O)C2)cc1 (stereo unspecified),2,-10[20 µM],-11,6,x,-14,-1,5,-7
c1cnc2c(c1)ccc1cccnc12,1&3,-12&-13,-10&0,-2&-32,0.1&-0.01,9&5,-10&-14,-1&3,-2&2
Cc1ccc(S(=O)(=O)Oc2ccc(C)cc2/C=N/N=C2\NC(=O)C(C)S2)cc1 (stereo unspecified),4,-3[20 µM],6,1,-1.5,5,-9,2,-15
N=C(N)SCc1ccc(O)c([N+](=O)[O-])c1,-7,-1,2,-1,-0.72,x,7,-7,10
COc1ccc(OC)c2sc(NC(=O)c3ccc(S(=O)(=O)N(C)C)cc3)nc12,-2,-7,1,4,-1.3,-2,-8,-2,-6
CCC12CN3CCN(CC(C3)/C1=N\NC(=O)c1ccc(Cl)cc1)C2,-1,-33,-14,-9,1.1,29,-9,3,-3
COc1ccccc1-n1cnnc1SCC(=O)Nc1nc(C)c(Cl)cc1Cl,-1[fluorescence artefact?],-15[20 µM],-1,3,-1.4,4,-11,-4,-16
CCCCNC(=O)N1CCN(Cc2cccc(F)c2)CC1,-3,-31,-16,x,-0.077,4,-5,1,1
COc1ccc(C(=O)C2CCCN(Cc3cccn3-c3ccccn3)C2)c(OC)c1 (stereo unspecified),0,-14,-3,7,-0.63,-1,7,-8,-1
O=C(O)c1cc(-c2ccco2)nn1-c1cccc(Cl)c1,29,-12,67,-13,-1,-40,17,15,-17
O=C(CSc1ccc(Cl)cc1)NNC(=O)c1cccnc1,2,-13,-7,-7,-0.065,16,-9,1,1
O=S(c1ccsc1)c1ccsc1,1,-13[20 µM],3,-19,0.12,8,-2,-2,-5
COc1ccccc1/C=N\Nc1ccccc1[N+](=O)[O-],3,-18,4,2,0.54,x,-4,-6,-5
CCOC(=O)c1ccc2nc(NC(=O)C(C)C)sc2c1,-1,-8,-7,-7,-0.94,-4,3,-1,-7
C=CCn1c(CCCNC(=O)c2ccccc2OC)nc2ccccc21,-6,-30,-6,1,0.064,7,5,-2,5
O=C(C1CCC(CNc2c(N3CCCCC3)c(=O)c2=O)CC1)N1CCN(C2CCCCC2)CC1 (stereo unspecified),0,-19,-1,2,0.12,15,0,3,0
Cc1ccc(NC(=O)C(=O)NNC(=O)c2cccs2)cc1,-3,-39,-1,-4,43*,6,-4,-8,0
CCOC(=O)C(CCCCOc1cccc(CC)c1)C(=O)OCC,1,0,-8,-23,1.1,-5,-18,-11,-10
# The list goes on.
SMILES,eIF4E 4G PPI,Furin inh,14-3-3 Bad PPI,KLK5 inh,Cl transport mod,Rad51 HR inh,EBV gp42 inh,Thrombin inh,NCF1 inh
Cc1cc(C(=O)c2ccccc2)c(NC(=O)CCl)s1,4,-12,6[fluorescence artefact?],-6,-0.08,-5,-10,-6,2
O=C(CO/N=C/c1c(Cl)cccc1Cl)NNC(=O)c1cccc(Cl)c1,-5,-22,-3,1,1.4,x,-8,-5,-6
COc1cccc(C2(O)CCN(C(=O)C3CC3)CC2)c1,-4[fluorescence artefact?],-35,-1[fluorescence artefact?],2,-0.52,-1,-16,3,-4
CN(C(=O)c1ccc2c(Cl)c3c(nc2c1)CCC3)c1ccccc1,-2[fluorescence artefact?],-5,-1,7,-1.3,-3,15,8,9
CCCc1nc2ccc(NC(C)=O)cc2c(=O)n1Cc1ccc(Cl)cc1,-1,-25,-4,8,0.84,-3,-1,0,1
CN(C)c1ccc(NC(=O)Cn2ncn3c(cc4ccccc43)c2=O)cc1,-13,-5,-1,-6,0.67,-1,-36,3,-9

# Bioassay records deposited in PubChem BioAssay by several laboratories.

# Rows were taken by chance; overall some 4.7% were active at least once.
